Xi reactivation – reactivates the inactive X chromosome in mouse fibroblasts. XiGFP mouse fibroblasts, % GFP-positive cells imaging, 3 d; cells co-treated with 5-aza-dC sensitizer; scaled so ellipticine positive control = 100%. activation, % at 7.58 µM. hit rate 0.055% among 360,000. AID 743238;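 active = mean normalized replicate activation at least 10% and every replicate at or above 10%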;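 also: 0% = median of on-plate neutral control wells and 100% = ellipticine 6 µM median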
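Material: XiGFP fibroblasts, SV40-immortalized; Buffer or medium: DMEM containing 5-aza-dC; Compound dosing: single point; Times: 3 days compound exposure.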
CFTR F508del cor – CFTR F508del correction in bronchial cells | CFBE cells, YFP halide quenching; stimulated with forskolin plus potentiator P3; % fluorescence drop versus neutral controls | activity (quench increase), % at 7.58 µM | hit rate 0.36% among 350,000 | AID 720511;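 active = mean added fluorescence quench of at least 8% versus neutral control, with both replicates also reaching 8%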;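 also: cells transiently co-express mutant CFTR-F508del with the halide-sensitive YFP; corrector assay measuring rescue of mutant channel to the surface after 24 h compound exposure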
RAD54 branch – inhibitors of human RAD54 branch migration; RAD54 Holliday junction branch migration, FAM/BHQ fluorescence; inhibition, % at 10.4 µM; Q92698; hit rate 0.14% among 360,000;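 active = mean normalized replicate activity at least 40 and at least half of replicates scoring 40 or more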;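 also: 0% = median of neutral control wells and 100% = median of positive control wells; inhibitors cause a drop in the FAM fluorescence signal; in these data hits start at about 50%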
Target sequence (Q92698 whole entry, looked up): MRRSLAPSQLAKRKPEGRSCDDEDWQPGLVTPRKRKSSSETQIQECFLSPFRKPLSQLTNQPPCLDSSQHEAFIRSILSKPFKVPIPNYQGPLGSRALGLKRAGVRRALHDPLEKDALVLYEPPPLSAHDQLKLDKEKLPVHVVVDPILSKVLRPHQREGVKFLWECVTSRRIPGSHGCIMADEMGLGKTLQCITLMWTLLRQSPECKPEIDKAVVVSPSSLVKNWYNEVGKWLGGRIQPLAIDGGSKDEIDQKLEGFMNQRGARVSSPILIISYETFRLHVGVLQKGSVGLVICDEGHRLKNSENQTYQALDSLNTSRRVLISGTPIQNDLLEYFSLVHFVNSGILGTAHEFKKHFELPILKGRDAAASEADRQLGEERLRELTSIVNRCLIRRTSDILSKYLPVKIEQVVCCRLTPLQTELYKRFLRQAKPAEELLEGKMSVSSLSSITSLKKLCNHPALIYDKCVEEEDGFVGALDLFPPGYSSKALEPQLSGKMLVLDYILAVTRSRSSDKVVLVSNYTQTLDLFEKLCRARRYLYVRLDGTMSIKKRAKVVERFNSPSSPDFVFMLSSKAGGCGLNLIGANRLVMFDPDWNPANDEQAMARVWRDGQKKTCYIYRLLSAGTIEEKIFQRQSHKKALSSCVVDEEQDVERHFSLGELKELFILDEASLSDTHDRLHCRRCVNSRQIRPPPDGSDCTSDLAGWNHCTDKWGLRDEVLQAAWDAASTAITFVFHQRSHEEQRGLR
ERAP1 HTS inh – inhibitors of human ERAP1 aminopeptidase; Q9NZ08; recombinant ERAP1, Leu-AMC fluorescence, 60 min; inhibition, % at 10.7 µM; hit rate 0.15% among 340,000; AID 652197;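 active = mean replicate inhibition of at least 30%, or all replicates individually reaching that 30% level; inactive = mean below 30% and not every replicate reaching it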;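 also: 0% = neutral control wells and 100% = L-leucinethiol positive control wells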
ARNT TACC3 PPI – disrupts binding between human ARNT and TACC3 | inhibition, % at 9.99 µM | AlphaScreen His-ARNT PAS-B/GST-TACC3 binding, luminescence; TACC3 fragment carries E629A point mutation | AID 623870 | hit rate 0.66% among 390,000;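 active = mean inhibition of replicates at least 50% and at least half of replicates each reaching 50%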;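 also: 0% = complete ARNT plus TACC3 wells and 100% = ARNT alone without TACC3; many hits fall short of the cut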
GSIS activator – primary screen for activators of insulin secretion dependent on glucose, INS-1E cells, GLuc reporter luminescence | INS-1E GLuc reporter insulin secretion, 2-3 h | activation, % at 16.6 µM | hit rate 0.61% among 370,000 | AID 743287;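 active = lowest replicate activation of at least 40%, so every replicate reaches that level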;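 also: 0% = median of neutral control wells and 100% = median of IBMX positive control wells; some compounds called inactive have numbers as strong as hits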
esBAF inh – SWI/SNF esBAF complex inhibition | mouse ES cells, Bmi1-luciferase knock-in reporter, 24 h; 100% = twice the neutral-well signal | reporter increase, % at 12.5 µM | hit rate 2% among 350,000 | AID 602393; in the data active = activation above about 40%;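 also: 0% = median of the plate's neutral control wells and 100% = double that signal; a rise in the Bmi1 reporter signal indicates esBAF inhibition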
RAD52 anneal inh – inhibitors of human RAD52 DNA annealing. P43351. recombinant RAD52 DNA annealing, FRET fluorescence. inhibition, % at 18.7 µM. hit rate 0.46% among 360,000. AID 651710;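 active = every replicate showing at least 50% inhibition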
Numbers without * were called inactive; . = no result given; & = joins results of further samples. Hits appear at their usual frequency; overall some 3.3% were active at least once.

SMILES | Xi reactivation | CFTR F508del cor | RAD54 branch | ERAP1 HTS inh | ARNT TACC3 PPI | GSIS activator | esBAF inh | RAD52 anneal inh
CC(C)NC(=O)C1(C)CCN1C(=O)C/C=C/c1ccccc1 (centres undefined) | 0.1 | -1.2 | -3 | 1 | . | -23 | 2 | -19
C[C@@H]1COC(=O)[C@H](CC(=O)OC(C)(C)C)C/C=C\C[C@@H](CC(=O)N(CCO)Cc2ccccc2)C(=O)N1 | -0.1 | -1.0 | -9 | -2 | 8 | 0 | -3 | -5
CNC[C@@H]1Oc2cc(C#CCN(C)C)ccc2S(=O)(=O)N([C@H](C)CO)C[C@@H]1C | -0.1 | 0.1 | -14 | 1 | -5 | 5 | -6 | -1
COc1ccc(C#Cc2ccc3c(c2)[C@H]2[C@H](CCN2S(=O)(=O)c2ccccc2C)[C@@H](CO)N3C)cc1 | 0.1 | 0.7 | -12 | 4 | -5 | 4 | 1 | -7
CCCN(C)C[C@@H]1Oc2ncc(Br)cc2C(=O)N([C@H](C)CO)C[C@@H]1C | 0.4 | 0.1&0.1 | -13&-7 | 0&1 | -34&-18 | -5 | 2&-2 | -5&2
C=CCNc1nc(S(=O)Cc2ccc(C)cc2)nc2c1CCCC2 (centres undefined) | 0.0 | -3.5 | . | 0 | 3 | 39 | . | -8
CNC[C@@H]1Oc2ncc(C#CC3(O)CCCC3)cc2C(=O)N([C@@H](C)CO)C[C@@H]1C | -0.2 | 0.8 | 2 | -3 | -1 | 13 | -6 | -12
N#C[C@@H]1[C@@H](c2ccccc2C2=CCCCC2)[C@H](CO)N1C(=O)Cc1ccncc1 | 0.2 | 2.2 | . | 0 | . | 30 | . | -10
COC(=O)Cc1c(C(=O)OC)nnn1-c1ccc(OC(F)(F)F)cc1 | 0.8 | . | -7 | 5 | 1 | -2 | -5 | -16
COCCN(C(=O)CSc1n[nH]c(-c2ccccc2)n1)c1c(N)n(CC(C)C)c(=O)[nH]c1=O | 0.1 | 0.7 | -6 | 0 | 1 | 13 | -5 | -9
Cc1nc(NC(=O)c2cc3c(s2)CCCCC3)sc1C(=O)N(C)C | . | . | -7 | . | 2 | -9 | 14 | .
O=C(C[C@@H]1C=C[C@H](NC(=O)Nc2ccccc2F)[C@H](CO)O1)NCc1ccc(-c2ccccc2)cc1 | 0.0 | -2.7 | -3 | 4 | -16 | -13 | -10 | -13
CN1C(=C2C(=O)OC(C)(C)OC2=O)Sc2ccccc21 | . | -1.0 | 5 | 4 | 2 | 6 | 9 | -21
CCN(CCCNC(=O)CCC(=O)N1CCOc2ccccc21)Cc1ccccc1 | 0.0 | -0.8 | -5 | 3 | 33 | 17 | -4 | -9
CC1(C(=O)NS(=O)(=O)C2CC2)CCCN(C(=O)c2cccs2)C1 (centres undefined) | 0.0 | 0.7 | 1 | 12 | . | 13 | 0 | 2
CCCNC(=O)N1CC2(CCN(C(=O)Nc3cccc(F)c3)CC2)c2c(n(C)c3cc(OC)ccc23)[C@@H]1CO | 0.2 | 2.5 | . | 0 | . | -20 | . | -12
CSCCC(NC(=O)C1CCCC1)c1nnc2ccccn12 (centres undefined) | 0.0 | 0.2 | 11 | -1 | -1 | 7 | -1 | -21
O=C1NCC(COc2ccc(Cl)cc2)O1 (centres undefined) | 0.3 | 1.3 | . | -2 | 0 | 6 | . | -10
CCS(=O)(=O)NCC[C@H]1CC[C@H](NS(=O)(=O)c2ccccc2C)[C@H](CO)O1 | 0.4 | 0.2 | 2 | -1 | 5 | 4 | -4 | -1
CC(C)CC#Cc1ccc([C@H]2[C@@H](CO)N3C(=O)CN(C(=O)c4ccccn4)C[C@H]23)cc1 | 0.0 | 1.6 | . | 1 | . | -13 | . | 2
CC=Cc1ccc2n(c1=O)C[C@@H]1[C@@H](CO)[C@H](C(=O)NC3CCC3)[C@H]2N1Cc1ccccc1 (mixture of isomers) | 0.4 | -0.6 | 1 | 0 | -4 | -22 | 0 | -16
O=C(O)c1ccccc1NC(c1ccccc1)c1ccc2cccnc2c1O (centres undefined) | 1.2 | -0.6 | . | -2 | -23 | . | . | -3
COc1ccc(CN2C[C@@H](O)COC[C@H]3O[C@@H](CC(=O)NCc4ccncn4)CC[C@@H]32)cc1 | 0.0 | 2.4 | -4 | -1 | -1 | 18 | 2 | -6
CCOCCCNC(=O)CN1CCN(c2ccc(F)cc2)CC1 | . | 1.0 | -2 | -3 | -3 | 3 | -5 | 4
COc1ccc(NC(=O)N2C[C@@H](O)COC[C@@H]3O[C@@H](CC(=O)NCc4ccccc4OC)CC[C@H]32)cc1 | 0.1 | -4.4 | 2 | 1 | 0 | 4 | 5 | -1
SMILES | Xi reactivation | CFTR F508del cor | RAD54 branch | ERAP1 HTS inh | ARNT TACC3 PPI | GSIS activator | esBAF inh | RAD52 anneal inh
COc1ccc(OC)c(CN2C(=O)CN(S(C)(=O)=O)CC2(C)C(=O)NCc2ccccc2)c1 (centres undefined) | -0.1 | -1.3 | . | -1 | . | -3 | . | -19
Cc1cc(C)cc(C(=O)Nc2cccc(NC(=O)c3ccco3)c2)c1 | 0.1 | 0.5 | 1 | 1 | 2 | 6 | -2 | -22
O=C(c1ccc(C(F)(F)F)cc1)C1CCCN(C(=O)CN2C(=O)CSC2=O)C1 (centres undefined) | -0.1 | -1.3 | -2 | -2 | 10 | -11 | 29 | -14
CSc1ccc2c(c1)C(N1CCN(C)CC1)Cc1ccccc1S2 (centres undefined) | 0.3&0.1 | -14&-1.1 | 19&17 | 6&7 | 15&16 | 29 | -70&-4 | 52*
CC(=O)N1CCc2ccc(NC(=O)c3c(-c4c(Cl)cccc4Cl)noc3C)cc21 | 0.0 | -1.5 | -7 | . | 8 | . | 3 | -4
Cc1cccc(N=NC(=S)NNc2cccc(C)c2)c1 | -0.1 | 0.7 | . | 4 | . | -2 | 52* | 7
O=C(CN1CCN(c2ccccc2F)CC1)N1N=CCC1c1ccccc1 (centres undefined) | 0.0 | . | . | 6 | 10 | 10 | . | -7
O=C(CCc1nnc2ccc(N3CCCCC3)nn12)NCC1CCN(Cc2ccc(F)cc2)CC1 | 0.0 | -0.2 | -2 | 5 | 6 | -7 | -5 | -3
O=C1CNC[C@@H]2[C@H](c3ccc(C4=CCCC4)cc3)[C@@H](CO)N12 | 0.0 | -0.3 | . | 0 | . | 15 | . | -6
Cc1ccc(S(=O)(=O)N(CC(=O)NCc2ccncc2)Cc2ccc(F)cc2)cc1 | 0.5 | -1.3 | 3 | 3 | 2 | -4 | 4 | 1
CSCCC(NS(=O)(=O)c1ccccc1F)C(=O)OCc1ccccc1Cl (centres undefined) | 0.0 | . | 4 | . | -3 | -26 | . | .
Cc1ccc(NC(=O)CN(C)C(=O)CCC(=O)N2CCOCC2)cc1 | -0.1 | 4.7 | . | -7 | -3 | -5 | -1 | -5
CCN(CC)CCNC1=CC(=O)OC12CCCCC2 | . | . | 1 | . | -1 | -4 | -1 | .
COc1cc(/C=N/Nc2cccc(C)c2)cc(Br)c1O | 0.0 | -2.0 | . | -1 | 2 | -1 | . | -2
COc1cccc(CNC(=O)C2CCC(CNS(=O)(=O)c3cccc4cccnc34)CC2)c1 (centres undefined) | 0.0 | -2.6 | 3 | 2 | 1 | -5 | 4 | -8
C[C@@H]1CN([C@H](C)CO)C(=O)Cc2cc(NC(=O)CCCCCC(=O)Nc3ccccc3N)ccc2O[C@H]1CN(C)Cc1ccc(C(F)(F)F)cc1 | -0.6 | 0.3 | -3 | 2 | -16 | -4 | 3 | 2
O=C(CN1C(=O)NC2(CCCCCC2)C1=O)NC1CCCCCCC1 | 0.3 | 4.4 | . | 1 | -5 | -11 | . | -17
CCOC(=O)Cn1c(-c2ccccc2)ccc(C#N)c1=O | 0.0 | . | -21 | 3 | -2 | 21 | -1 | -13
CCS(=O)(=O)c1cc([N+](=O)[O-])c(Sc2ccccc2NC(C)=O)s1 | 0.2 | 2.4 | -2 | . | -1 | . | . | -17
COc1ccc(CN(C)C[C@@H]2OCCCC[C@H](C)Oc3ccc(NC(=O)Nc4ccc(C(F)(F)F)cc4)cc3C(=O)N([C@@H](C)CO)C[C@@H]2C)cc1 | 0.0 | 7.8 | -1 | -1 | -2 | 24 | -9 | 46
O=C(Cc1coc2ccc3ccccc3c12)NC1CCCc2ccccc21 (centres undefined) | -0.1 | 3.6 | -5 | -1 | -6 | -13 | . | -30
Cc1ccc(C2(C)NC(=O)N(CC(=O)Nc3c(C)n(C)n(-c4ccccc4)c3=O)C2=O)cc1 (centres undefined) | 0.0 | . | -1 | . | 0 | -3 | . | .
O=C(Cc1ccncc1)N1CC[C@@H]2[C@H]1c1cc(-c3cccc(F)c3)ccc1N[C@@H]2CO | 0.0 | 2.7 | -4 | . | 20 | 20 | 24 | .
CN(C(=O)c1ccc(NC(=O)Cc2cccc(NC(=O)C3CCCN(C(=O)C4CC4)C3)c2)cc1)C1CC1 (centres undefined) | 0.0 | -0.7 | 0 | . | -1 | 6 | -3 | -22
CN(C)CCCN(C(=O)c1ccc(S(=O)(=O)N2CCc3ccccc32)cc1)c1nc2ccc(F)cc2s1 | 0.3 | 0.9 | 4 | 4 | 9 | -16 | -1 | -1

4 compounds picked at random from those above:
SMILES | Xi reactivation | CFTR F508del cor | RAD54 branch | ERAP1 HTS inh | ARNT TACC3 PPI | GSIS activator | esBAF inh | RAD52 anneal inh
COc1cccc(CNC(=O)C2CCC(CNS(=O)(=O)c3cccc4cccnc34)CC2)c1 (centres undefined) | 0.0 | -2.6 | 3 | 2 | 1 | -5 | 4 | -8
Cc1ccc(NC(=O)CN(C)C(=O)CCC(=O)N2CCOCC2)cc1 | -0.1 | 4.7 | . | -7 | -3 | -5 | -1 | -5
CSc1ccc2c(c1)C(N1CCN(C)CC1)Cc1ccccc1S2 (centres undefined) | 0.3&0.1 | -14&-1.1 | 19&17 | 6&7 | 15&16 | 29 | -70&-4 | 52*
O=C(CN1C(=O)NC2(CCCCCC2)C1=O)NC1CCCCCCC1 | 0.3 | 4.4 | . | 1 | -5 | -11 | . | -17

Next section.
SMILES | Xi reactivation | CFTR F508del cor | RAD54 branch | ERAP1 HTS inh | ARNT TACC3 PPI | GSIS activator | esBAF inh | RAD52 anneal inh
O=C(O)c1ccccc1-n1c(-c2ccccc2)cc2c1CCCC2=O | 0.0 | 0.6 | 5 | 0 | -1 | -6 | -5 | -11
CCN(CC(=O)NCc1cccs1)C(=O)COc1ccc(C(C)=O)cc1 | 0.2 | -1.8 | -13 | -9 | . | -8 | -2 | -8
CC(NCC1(N2CCOCC2)CCCCC1)C(=O)Nc1ccc(Cl)cc1Cl (centres undefined) | 0.2 | 2.1 | . | 16 | 8 | 6 | . | -3
COc1ccc(S(=O)(=O)Nc2ccc3c(c2)C(=O)N([C@@H](C)CO)C[C@@H](C)[C@H](CN(C)C(=O)Nc2ccc(C(F)(F)F)cc2)O3)cc1 | -0.4 | -2.2 | 1 | -3 | 1 | -11 | -7 | 1
C[C@@H]1CN([C@@H](C)CO)C(=O)c2cc(Br)cnc2O[C@H]1CN(C)Cc1cccc(F)c1 | -1.1 | -1.5&-0.5 | -6&-4 | 1&4 | -7 | 14 | -2&3 | -4&14
CSc1cccc(NC(=O)CCc2ccccc2)c1 | 0.0 | -1.8 | . | -3 | 5 | -21 | 9 | -7

Three compounds out of the list above, arranged by their value in ERAP1 HTS inh, high to low:
canonical_smiles | CFTR F508del cor | ERAP1 HTS inh | ARNT TACC3 PPI | GSIS activator | esBAF inh | RAD52 anneal inh
O=C(O)c1ccccc1-n1c(-c2ccccc2)cc2c1CCCC2=O | 0.6 | 0 | -1 | -6 | -5 | -11
CSc1cccc(NC(=O)CCc2ccccc2)c1 | -1.8 | -3 | 5 | -21 | 9 | -7
CCN(CC(=O)NCc1cccs1)C(=O)COc1ccc(C(C)=O)cc1 | -1.8 | -9 | . | -8 | -2 | -8

Bioassay records (PubChem)
